phage Ecoli inh: E. coli growth loss with phage present | growth absorbance | inhibition, % at 11.9 µM | 360,000 tested, 0.26% active; in the data active means inhibition above about 11%
HTR5A inv ag: counter-screen for OPRM1-OPRD1 inverse agonists: human HTR5A inverse agonism; P47898; HTR5A cell line, luminescence; inhibition, % at 9.3 µM; 340,000 tested, 0.083% active; AID 504634; in the data active means inhibition mostly above about 23%, no sharp cut-off; inactive means mostly below about 18%;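 further: 0% = cells with DMSO and 100% = no-cell wells with DMSO; some compounds called inactive have numbers as strong as hits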
SUMO Mot1 rescue: SUMOylation pathway inhibition by Mot1-301 growth rescue; S. cerevisiae Mot1-301 growth rescue, ATP luminescence, 38.5C; percent above DMSO median, 100 means doubled; growth rescue, % at 18.8 µM; 320,000 tested, 1% active; AID 2716;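 active means every valid replicate shows activation above 250% relative to neutral control wells; inactive means the rest, any valid replicate at or below 250%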;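 further: OY570 slx delta 5 strain wells were the positive control but not used for scaling; some compounds called inactive have numbers as strong as hits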
DAGLB inh: diacylglycerol lipase beta (human) inhibition; Q8NCG7; HEK293T DAGLB membrane lysate, EnzChek fluorogenic substrate; inhibition, % at 5.17 µM; 340,000 tested, 0.059% active; in the data active means inhibition above about 34%;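 further: 0% = enzyme with vehicle and 100% = wells lacking enzyme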
PKA-R1A activ: activates the PKA-R1A holoenzyme complex | P00514+P68181 | PKA-R1A dissociation, Cy5-IP20 fluorescence polarization; scaled: DMSO 0%, 113 µM cGMP 100% | activation, % at 11.4 µM | 340,000 tested, 0.083% active;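 active means percent activation above the mean of all tested compounds plus 3 SD, cut at about 19% in these data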;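 further: higher means more PKAc released from R1A so a rise in polarization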
HTR5A ag: activates human HTR5A in OPRM1-OPRD1 agonist counter-screen; 340,000 tested, 0.61% active; activation, % at 9.3 µM; P47898; HTR5A agonist assay, luminescence, cell-based; in the data active means activation mostly above about 9.5%, no sharp cut-off; inactive means mostly below about 7.6%;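 further: 0% = cells with vehicle only and 100% = reference agonist; strong numbers were not always called active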
CDK5 p35 inh: CDK5/p35 (human) kinase inhibition. AID 488839. 330,000 tested, 0.01% active. inhibition, % at 10 µM. Q00535+Q15078. Recombinant CDK5/p35, ADP-Glo luminescence, 60 min;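 active means highest replicate inhibition of at least 50% and at least 75% of replicates reaching 50%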;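 further: plate controls were DMSO neutral control for no effect and GW8510 at 10 µM for full effect; many of its hits are not listed in these tables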
Target sequence (Q00535 whole entry, looked up): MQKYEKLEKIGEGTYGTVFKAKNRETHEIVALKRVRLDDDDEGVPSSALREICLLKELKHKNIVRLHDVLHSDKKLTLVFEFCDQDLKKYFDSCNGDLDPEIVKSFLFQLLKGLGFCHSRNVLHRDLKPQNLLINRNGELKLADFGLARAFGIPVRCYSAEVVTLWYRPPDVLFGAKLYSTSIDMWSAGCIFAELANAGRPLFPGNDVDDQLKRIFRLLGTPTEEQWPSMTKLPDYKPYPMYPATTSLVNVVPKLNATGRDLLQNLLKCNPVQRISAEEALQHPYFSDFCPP
Target sequence (Q15078 whole entry, looked up): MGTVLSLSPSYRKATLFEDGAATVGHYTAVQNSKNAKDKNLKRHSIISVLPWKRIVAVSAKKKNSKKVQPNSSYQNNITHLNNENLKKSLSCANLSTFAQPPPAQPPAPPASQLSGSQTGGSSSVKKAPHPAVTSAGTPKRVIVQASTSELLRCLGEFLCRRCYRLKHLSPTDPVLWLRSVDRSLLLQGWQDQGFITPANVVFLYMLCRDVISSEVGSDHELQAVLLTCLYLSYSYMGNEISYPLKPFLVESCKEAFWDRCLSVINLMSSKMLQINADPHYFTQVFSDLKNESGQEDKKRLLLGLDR
PKA-R2B act: PKA-R2B complex activation | PKA-R2B holoenzyme dissociation, Cy5-IP20 fluorescence polarization; R2B truncated from residue 108, S112A mutant; 0% DMSO only, 100% 113 µM cGMP | 340,000 tested, 0.079% active | activation, % at 11.4 µM | P22694+P31323;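 active means activation above a cutoff set at the mean over all compounds plus 3 SD, cut at about 18% in these data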;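 further: higher means more holoenzyme dissociation and a rise in polarization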
Target sequence (P31323 whole entry, looked up, other chains not shown, the tested form may be a part): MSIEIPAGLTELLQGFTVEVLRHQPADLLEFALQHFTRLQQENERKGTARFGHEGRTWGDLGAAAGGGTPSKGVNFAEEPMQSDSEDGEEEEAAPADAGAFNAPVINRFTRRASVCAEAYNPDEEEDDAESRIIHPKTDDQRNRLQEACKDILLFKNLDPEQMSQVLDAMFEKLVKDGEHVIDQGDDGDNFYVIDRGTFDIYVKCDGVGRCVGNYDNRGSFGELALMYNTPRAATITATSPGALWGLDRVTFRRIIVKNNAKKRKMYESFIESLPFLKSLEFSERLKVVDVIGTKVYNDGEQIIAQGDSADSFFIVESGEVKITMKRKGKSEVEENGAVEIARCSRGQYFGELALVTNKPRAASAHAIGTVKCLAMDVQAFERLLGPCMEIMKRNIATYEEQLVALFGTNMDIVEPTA
AddAB inh: less growth of phage-infected E. coli with AddAB; 330,000 tested, 0.29% active; E. coli expressing H. pylori AddAB, absorbance growth; AID 435030; inhibition, % at 11.9 µM; in the data active means inhibition above about 12%;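 further: 0% = vehicle wells of infected cells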
Tat export inh: inhibitors of E. coli Tat protein transport; E. coli MC4100 TorA-mCherry Tat export, fluorescence; inhibition, % at 10 µM; 340,000 tested, 0.036% active; AID 488895;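 active means mean replicate inhibition at least 50% and at least half of replicates individually reaching 50%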;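 further: exported cargo escapes ClpAP degradation while cytoplasmic cargo is degraded and loses fluorescence; 0% = median of neutral control wells and 100% = median of NaSCN control wells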
Ecoli viability: bacterial growth inhibition, counter-screen for AddAB inhibitors; E. coli V3065 growth, OD600 absorbance, 18 h; inhibition, % at 11.9 µM; 330,000 tested, 0.27% active; AID 449728;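 active means inhibition above the campaign's mean inhibition across all tested compounds plus 3 SD, cut at about 9.9% in these data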;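 further: uninfected addAB+ strain grown without phage in ampicillin broth; 0% = DMSO wells and 100% = ciprofloxacin 0.95 µg/ml wells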
An asterisk follows results filed as active; x = no result given.

Preview (2 entries):
SMILES	phage Ecoli inh	HTR5A inv ag	SUMO Mot1 rescue	DAGLB inh	PKA-R1A activ	HTR5A ag	CDK5 p35 inh	PKA-R2B act	AddAB inh	Tat export inh	Ecoli viability
CCOC(=O)Cc1csc(SC(C)C(=O)Nc2ccc(NC(C)=O)cc2)n1 (stereo unspecified)	1.8	5	-3	1	-7	1	-1.9	-3	2.6	-1	0.8
CCCCN(C(=O)Cc1ccc(S(=O)(=O)N2CCOCC2)s1)c1ccccc1	2.5	-8	-5	-2	2	3	1.9	0	3.6	-3	0.4

The listing (from the top)
SMILES	phage Ecoli inh	HTR5A inv ag	SUMO Mot1 rescue	DAGLB inh	PKA-R1A activ	HTR5A ag	CDK5 p35 inh	PKA-R2B act	AddAB inh	Tat export inh	Ecoli viability
CCOC(=O)Cc1csc(SC(C)C(=O)Nc2ccc(NC(C)=O)cc2)n1 (stereo unspecified)	1.8	5	-3	1	-7	1	-1.9	-3	2.6	-1	0.8
CCCCN(C(=O)Cc1ccc(S(=O)(=O)N2CCOCC2)s1)c1ccccc1	2.5	-8	-5	-2	2	3	1.9	0	3.6	-3	0.4
CC(C)CCN1CCN(CCCn2cccn2)CC1CCO (stereo unspecified)	4.5	21	6	-1	-6	5	1.7	-8	-0.4	1	0.4
O=S(=O)(NCC(c1ccco1)N1CCN(c2ccccc2F)CC1)c1ccccc1 (stereo unspecified)	1.3	0	10	-7	-1	4	-0.1	-10	2.3	10	0.7
Nc1nonc1-c1noc(N2CCOCC2)n1	3.0	0	-10	-5	-5	1	1.9	-5	4.7	-4	0.3
NC(=O)NC(=O)C(c1ccccc1)N1CCN(S(=O)(=O)c2ccc(Br)s2)CC1 (stereo unspecified)	0.8	3	-11	1	-4	-1	-2.7	2	2.6	1	-1.2
Cc1ccc(S(=O)(=O)Nc2ccc3nc(N)sc3c2)cc1	5.0	-8	11	4	7	3	-0.8	-6	1.1	-3	1.1
Cc1cccn2c(/C=N/OCc3ccc(F)cc3)c(-c3ccc(Cl)cc3)nc12	1.3	-4	-20	-5	10	-3	-0.6	2	2.0	2	-0.3
CSC1=C(C#N)C2(CCCCC2)C(C(=O)Nc2ccccc2)=C(C)N1	-4.0	-6	x	0	7	2	-0.5	10	x	-19	x
Cc1ccc(/C=N/c2sc3c(c2C#N)CCC3)s1	3.7	6	-5	4	-6	-3	-2.2	0	2.9	-2	1.6
S=C(NC1CC1)N1CCc2ccccc2C1	1.8	23	-19	0	-8	1	-1.7	-6	4.7	-5	0.7
O=C(CSc1nnc(-c2ccco2)n1Cc1ccco1)NCc1cccs1	3.0	15	2	0	-3	-4	-0.9	3	2.5	-4	-1.4
Cc1nn(CCC#N)c2[nH]c(=O)cc(C(F)(F)F)c12	0.3	3	-5	2	-5	-1	-2.3	0	-0.3	-1	0.3
CCSCc1nnc(SCC(=O)Nc2ccc(F)cc2)n1CC	-3.0	15	-20	-1	4	4	1.0	0	0.6	-3	-0.1
CSc1nc2ccc(NS(=O)(=O)c3ccccc3F)cc2s1	4.0	11	-3	-5	-8	-4	-0.4	8	1.6	-7	-0.9
Cc1ccc(N(CN2CCCC2=O)C(=O)c2ccc(C)c(C)c2)cc1	-2.8	-4	5	0	7	2	1.0	-7	1.3	2	1.7
COc1ccc(C(=O)NC(=S)NNC(=O)c2ccccc2O)cc1	12*	-13	98	7	-11	4	-0.6	1	15*	-1	18*
COc1ccc2[nH]c3c(=O)n4c(nc3c2c1)SCCC4	5.3	x	0	x	x	x	0.5	x	2.7	-1	-2.6
CCCCCCCCCCCC(=O)NC(Cc1ccc(OC)c([N+](=O)[O-])c1)C(=O)O (stereo unspecified)	1.8	2	3	8	-11	-1	-0.7	-3	-0.7	10	-2.0
COc1ccc(C(CCc2cc(OC)c(OC)c(OC)c2)NC(C)=O)cc1 (stereo unspecified)	-0.8	-10	x	1	-6	3	2.0	-6	x	-2	x
O=C(O)CCCC(=O)NS(=O)(=O)c1ccc(Cl)cc1	0.8	-8	-10	3	-8	2	-3.0	-6	0.9	38	-0.6
CCOC(=O)CSC1=C(C#N)C(c2ccccc2Cl)C(C(=O)OC)C(=O)N1 (stereo unspecified)	2.1	-1	1	1	3	1	-1.0	-7	2.5	-1	2.8
COc1cccc(NC(=O)CN(C)C(=O)C2CC(=O)N(CCc3ccc(OC)c(OC)c3)C2)c1 (stereo unspecified)	0.9	18	x	-1	8	5	0.7	3	x	-2	x
CCc1cccc(CC)c1NC(=S)Nc1cccc(Cl)c1Cl	2.3	-16	18	-2	-15	-4	0.8	-9	2.9	-6	-0.3
Fc1ccc(CSc2nnc3ccccn23)c(Cl)c1	4.3	-13	-16	-4	5	5	-0.3	2	0.5	-16	1.3
COC(=O)c1ccc(NC(=O)c2ccco2)cc1	2.1	-13	22	2	6	-3	0.0	-1	1.5	-7	0.8
COC(=O)c1ccccc1NC(=O)Nc1ccc(C)cn1	-1.4	18	-17	-3	-8	-5	-0.5	-1	1.6	0	1.1
O=C(COC(=O)COc1ccc(Cl)cc1)Nc1ccc(N2CCOCC2)cc1	4.1	0	-3	-1	-12	-1	2.2	2	1.4	0	2.6
N#C/C(=C\c1cccnc1)C(=O)Nc1ccc(C(=O)O)cc1	1.6	37	993	0	-2	-1	0.7	0	1.4	-9	-2.4
CN(C1=C(NC(=O)c2ccccc2)C(=O)c2ccccc2C1=O)C1CCS(=O)(=O)C1 (stereo unspecified)	4.9	23	-17	0	-18	-3	2.4	-4	1.3	-6	1.4
Cc1ccc(NC(=O)C(NC2CCCC2)c2ccccc2)cc1Cl (stereo unspecified)	2.9	14	39	-5	-20	-4	-3.1	-13	4.6	-4	0.8
CC(=O)Nc1ccc(NC(=O)c2cc(=O)c3cc(C)cc(C)c3o2)cc1	3.1	1	3	-1	-12	0	0.7	-6	-3.4	1	-1.8
COc1ccccc1NC(=O)C/C(N)=N/OCC(=O)Nc1cccc(Cl)c1	0.0	-3	-3	-4	-12	1	-0.6	-2	2.0	1	-1.1
COc1ccc([C@H]2CC(=O)C=C(c3cccc(OCc4ccccc4)c3)C2)cc1	2.4	19	5	-18	5	2	0.3	1	-0.2	3	-0.8
COc1ccc(OCc2nnc(NC(=O)Nc3ccccc3F)s2)cc1	2.9	-6	6	2	-3	2	-0.3	8	2.9	13	-0.3
O=C(Nc1cccc(NC(=O)c2ccco2)n1)c1ccco1	0.5	8	16	-3	2	-2	-1.1	-2	-1.6	5	-1.6
CCO/C(C)=N/n1c2nc3ccccc3nc2c2c(=O)n(CC(C)C)c(C)nc21	3.8	-3	34	2	-3	-5	2.4	-8	1.0	2	0.8
COC(=O)c1cccc(NC(=O)COc2cccc([N+](=O)[O-])c2)c1	5.5	-2	53	-1	1	1	0.1	0	0.7	4	0.4
O=C(/C(=C/c1cccc(Cl)c1)c1nc2ccccc2[nH]1)c1ccccc1	1.0	-4	44	4	-2	3	-3.3	-8	3.1	-3	2.9
CCc1noc(C)c1C(=O)N(CCC(C)C)c1c(N)n(Cc2ccccc2)c(=O)[nH]c1=O	2.2	-1	-19	1	4	0	1.1	-8	-2.7	-6	-3.2
CCOc1ccc(CCNC(=O)C2CC(C)=CCC2C(=O)O)cc1OCC (stereo unspecified)	1.8	-9	-1	1	-1	2	-0.9	12	-1.0	-1	-1.2
CSC1=C(C#N)C(C)CC(=O)N1 (stereo unspecified)	1.5	-18	-2	1	-2	10	1.0	-3	3.4	-4	0.0
CN(CCCN1CCOCC1)Cc1nc(-c2ccccc2)no1	2.3	16	-5	-3	7	1	-0.1	-11	2.2	-4	-0.5
CC(C)N=C1NN=C(c2ccc(F)cc2)CS1	0.5	-5	-6	1	0	2	3.2	-5	-0.1	-3	-0.2
O=C(NNC(=O)c1cccs1)c1cccc(F)c1	-2.7	10	94	-3	9	10	-0.3	1	0.8	-13	-1.3
C/C(=N/NC(=O)c1ccc2c(c1)OCO2)c1ccc(NC(=O)c2ccc(F)cc2)cc1	2.4	-5	10	-2	6	2	-0.8	6	x	2	x
CC[C@]12c3[nH]c4cc(CCC(=O)N(C)C)ccc4c3CCN1C(=O)[C@@H](CC(=O)NC(C)(C)C)C[C@@H]2C(=O)N1CCN(C(=O)C2CC2)CC1	4.2	-13	x	-1	-7	4	-3.4	-2	0.7	-1	-1.4
O=C(CSc1nnnn1C1CC1)Nc1cccc(S(=O)(=O)N2CCCC2)c1	2.6	12	-20	-1	-7	2	0.3	3	0.3	7	-1.6
N#Cc1cc([N+](=O)[O-])cnc1Nc1ccccc1	1.2	-13	1	2	-10	1	-2.3	-12	1.5	1	-0.1
CS(=O)(=O)c1ccc(C(=O)OCC(=O)NC(=O)Cc2ccccc2)cc1	0.7	-13	7	-6	6	5	-0.5	8	3.8	-9	0.4
C=CCNC(=O)c1nc2ccccc2s1	2.8	15	-2	0	-1	-1	-1.2	-3	-0.3	-3	-0.9
Cc1cc(N2CCCC2=O)cc(C)c1S(=O)(=O)NCCOc1ccccc1	0.8	2	-4	-7	4	-1	-0.4	2	3.5	4	-0.4
COc1ccc(C)cc1NC(=O)CN(C)S(=O)(=O)c1ccc2c(c1)c(=O)n(C)c(=O)n2C	x	-26	-3	1	-3	8	1.0	-5	2.5	1	-0.3
CCC(C)Sc1nc2c(cnn2-c2ccc(C)cc2)c(=O)[nH]1 (stereo unspecified)	2.4	-9	14	2	-5	3	1.0	-1	-0.2	-5	-1.2
CNC(=O)N(O)C1N(/N=C/c2ccccc2F)C(=S)SC1(C)C (stereo unspecified)	3.2	-15	73	0	-6	4	-1.2	-5	-0.4	-6	-1.6
COc1cc(C2C(C(C)=O)=C(O)C(=O)N2c2ccc(Br)cn2)ccc1O (stereo unspecified)	0.4	-34	198	1	-15	0	1.5	-1	0.3	-11	2.3
C#CCOCCOCCOCCNc1nc(N2CCN(C(=O)Cn3cc(CC(C)O)nn3)CC2)nc(N2CCN(C(=O)[C@H]([C@@H](C)CC)n3cc(CCCN=C(N)N)nn3)CC2)n1 (stereo partly specified)	-0.9	-15	-16	2	-1	5	-0.2	-1	-0.7	2	-1.5
CC(=O)Nc1ccc(CCCCc2ccccc2)cc1	3.5	9	x	-3	5	-3	0.1	-5	x	3	x
COc1ccc(C(=O)NCCCN2CCOCC2)cc1OC	1.6	-7	x	-1	1	-2	0.9	14	2.1	5	2.2
CC(C)(C)NC(=O)NC(=O)CN1CCN(c2ccc(O)cc2)CC1	1.3	15	-9	1	-3	-2	-0.5	-5	0.6	2	0.1

More compounds
SMILES	phage Ecoli inh	HTR5A inv ag	SUMO Mot1 rescue	DAGLB inh	PKA-R1A activ	HTR5A ag	CDK5 p35 inh	PKA-R2B act	AddAB inh	Tat export inh	Ecoli viability
COc1ccc(C2=Nn3c(nnc3-c3ccccc3F)SC2)cc1OCC1CC1	-1.1	-24	8	-3	-11	2	0.6	4	3.9	4	-1.1
CCSc1nnc(NC(=O)CCn2c(=O)oc3ccccc32)s1	1.3	14	283	1	-8	-5	-2.1	-7	-1.9	0	1.0
O=C(C1COc2ccccc2O1)N1CCN(c2ccccc2Cl)CC1 (stereo unspecified)	4.0	-1	1	-12	3	0	-0.8	0	1.5	-7	0.1
Cc1ccccc1NC(=O)CSc1nc2ncc(Cl)cc2[nH]1	4.1	-4	-1	3	-13	0	-0.9	-11	6.4	2	7.3

High-throughput results deposited in PubChem BioAssay by several laboratories.

Compounds as they come; 2.3% or so of the library scored in one or more.
